Compound activity deposited in PubChem by several laboratories.
proCasp7 act: activates human procaspase-7, counter-screen for procaspase-3 activators; recombinant procaspase-7, Ac-DEVD-pNA absorbance 405 nm; D23A/D198A/D206A triple mutant, cannot self-cleave; scale: DMSO 0, 5 µM enzyme 100; activation, % at 8.5 µM; 0.093% of 330,000 active;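 active = percent activation above the screen-wide mean plus 3 SD, cut at about 25% in these data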
Target sequence (P55210 whole entry D23A/D198A/D206A): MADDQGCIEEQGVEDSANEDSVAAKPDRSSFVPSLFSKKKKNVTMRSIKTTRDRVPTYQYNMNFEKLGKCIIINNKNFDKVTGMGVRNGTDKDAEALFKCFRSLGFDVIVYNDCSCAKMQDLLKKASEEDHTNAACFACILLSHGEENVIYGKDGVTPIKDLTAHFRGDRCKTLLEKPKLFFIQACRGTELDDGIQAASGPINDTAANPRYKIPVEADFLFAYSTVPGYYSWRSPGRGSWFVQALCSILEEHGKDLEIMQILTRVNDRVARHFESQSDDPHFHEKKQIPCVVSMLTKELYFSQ
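Assay system: Uncleavable procaspase-7 mutant enzyme / Input: 2 µM procaspase-7 mutant as dispensed / Dosing: single nominal 8.5 µM compound dose, 0.8% DMSO final / Timing: 1 h enzyme–compound preincubation and 2 h substrate reaction, both 25 °C / Detection: p-Nitroaniline absorbance at 405 nm, read at 0 and 120 min / Replication: singlicate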
GASC-1 inh: inhibitors of human GASC-1 (JMJD2C) demethylase | Q9H3R0 | GST-JMJD2C(1-420) H3K9me3 demethylation, DELFIA europium | inhibition, % at 2.35 µM | 0.069% of 330,000 active | AID 2099;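 active = more than half of a compound's replicate wells show inhibition beyond 50%, single wells judged on their own value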;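 also: signal counts dimethyl H3K9 product captured on neutravidin plate; 0% = median of DMSO wells and 100% = 0.3 times that DMSO median; strong numbers were not always called active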
Target sequence (Q9H3R0 1-420 limits assumed): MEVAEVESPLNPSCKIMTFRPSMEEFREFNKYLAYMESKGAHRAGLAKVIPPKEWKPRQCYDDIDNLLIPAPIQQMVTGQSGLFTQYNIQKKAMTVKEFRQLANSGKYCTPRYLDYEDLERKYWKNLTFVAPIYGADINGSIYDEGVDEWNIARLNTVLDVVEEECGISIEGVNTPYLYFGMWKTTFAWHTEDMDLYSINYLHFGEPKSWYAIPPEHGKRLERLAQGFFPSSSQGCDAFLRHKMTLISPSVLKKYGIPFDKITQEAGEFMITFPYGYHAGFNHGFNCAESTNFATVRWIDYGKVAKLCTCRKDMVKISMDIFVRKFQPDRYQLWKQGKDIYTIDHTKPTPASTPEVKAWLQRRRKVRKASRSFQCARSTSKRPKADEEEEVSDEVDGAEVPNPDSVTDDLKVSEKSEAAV
CR mimetic SO: lowers age-related superoxide in aged yeast cells | S. cerevisiae aged cells, superoxide DHE fluorescence; stronger effect = lower value | superoxide response (% of plate mean), % at 10 µM | 0.18% of 330,000 active;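 active = superoxide response under a set limit, about three screen SD below normal, cut at about 65% in these data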;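 also: yeast aged for seven days with compound at 30 °C before DHE staining; 100% = average MFI of all compound-treated wells on the plate with controls excluded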
proCasp3 act: activators of human procaspase-3; activation, % at 8.5 µM; AID 463141; P42574; 0.11% of 330,000 active; recombinant procaspase-3 D3A, Ac-DEVD-pNA absorbance 405 nm;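 active = activation above the mean of all tested compounds plus 3 SD, cut at about 21% in these data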;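 also: 0% = DMSO alone and 100% = DMSO wells spiked with extra 5 µM PC-3 D3A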
Target sequence (P42574 whole entry D9A/D28A/D175A): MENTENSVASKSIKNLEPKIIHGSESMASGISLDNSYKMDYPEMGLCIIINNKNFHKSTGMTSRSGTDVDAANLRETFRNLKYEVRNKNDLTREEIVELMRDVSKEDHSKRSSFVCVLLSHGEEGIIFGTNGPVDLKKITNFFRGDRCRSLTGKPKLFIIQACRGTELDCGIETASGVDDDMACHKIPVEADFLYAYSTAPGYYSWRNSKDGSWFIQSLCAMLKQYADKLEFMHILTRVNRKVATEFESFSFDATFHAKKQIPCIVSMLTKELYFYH
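Assay system – Procaspase-3 D3A mutant, all three cleavage aspartates alanine · Controls – DMSO-only low control, 5 µM PC-3 D3A high control · Schedule – 1 h compound preincubation, 2 h substrate hydrolysis at 25 °C · Signal – 405 nm absorbance of p-nitroaniline, reads at 0 and 120 min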
MEP2-GFP yeast: alters MEP2-GFP fluorescence in TOR pathway yeast screen. S. cerevisiae MEP2-GFP strain, flow cytometry GFP, 3 h; 100% = DMSO control level. GFP response vs DMSO, % at 10 µM. 0.51% of 330,000 active;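 active = GFP response versus DMSO above a set limit, roughly screen mean plus 3 SD, cut at about 180% in these data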;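 also: median GFP fluorescence of the barcode-gated MEP2-GFP cells per well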
LAP4 TOR yeast: modulators of TOR pathway LAP4-GFP in S. cerevisiae; S. cerevisiae LAP4-GFP multiplex, flow cytometry GFP, 3 h; median GFP as percent of DMSO wells; GFP response vs DMSO, % at 10 µM; 0.34% of 320,000 active; AID 2023;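 active = GFP response vs DMSO above a set limit, about the screen mean plus 3 SD, cut at about 150% in these data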
AHR act: activates the human aryl hydrocarbon receptor; P35869; 2.5% of 320,000 active; activation, % at 5 µM; AID 2796; AHR-responsive luciferase reporter cells, luminescence; in the data active = activation above about 47%;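 also: 0% = vehicle wells and 100% = reference agonist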
RPL19A-GFP yeast: modulators of TOR pathway RPL19A-GFP in S. cerevisiae; S. cerevisiae RPL19A-GFP strain, flow cytometry, 3 h; stronger effect = lower value; percent response vs DMSO, % at 10 µM; 0.3% of 330,000 active; AID 2025;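 active = percent response vs DMSO below 50%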;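 also: median channel GFP fluorescence of the barcoded RPL19A-GFP strain; ratio of sample median GFP to plate DMSO average so 100% = DMSO; lower means less RPL19A-GFP as with rapamycin TOR inhibition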
Numbers without * were called inactive; & = joins results of further samples.

The first 6 records, ahead of the listing:
1: N/C(=N\OC(=O)c1cccc2ccccc12)c1cccc([N+](=O)[O-])c1
2: CCOCc1cn(CC(=O)c2ccc(Cl)cc2)c(C)nc1=N
3: O=C(CN1CCN(S(=O)(=O)c2ccc(Br)s2)CC1)N1CCCCC1
4: CC(=O)c1cccc(NC(=O)CSc2nc3ccccc3c(=O)n2CCCN2CCOCC2)c1
5: CC(=O)CCC(=O)N1CCC(n2nccc2NC(=O)c2ccccc2C)CC1
6: CSc1ncccc1C(=O)NCCc1ccccc1
Compound,1,2,3,4,5,6
proCasp7 act,-9,8,4,4,-10,14
GASC-1 inh,-2,0,-1,6,0,-1
CR mimetic SO,104,95,106,91,106,99
proCasp3 act,3,4,3,1,-1,10
MEP2-GFP yeast,101,99,96,102,107,98
LAP4 TOR yeast,105,90,100,111,84,106
AHR act,15,7,1,0,2,0
RPL19A-GFP yeast,96,96,97,102,113,98

Results, previewed entries included:
1: N/C(=N\OC(=O)c1cccc2ccccc12)c1cccc([N+](=O)[O-])c1
2: CCOCc1cn(CC(=O)c2ccc(Cl)cc2)c(C)nc1=N
3: O=C(CN1CCN(S(=O)(=O)c2ccc(Br)s2)CC1)N1CCCCC1
4: CC(=O)c1cccc(NC(=O)CSc2nc3ccccc3c(=O)n2CCCN2CCOCC2)c1
5: CC(=O)CCC(=O)N1CCC(n2nccc2NC(=O)c2ccccc2C)CC1
6: CSc1ncccc1C(=O)NCCc1ccccc1
Compound,1,2,3,4,5,6
proCasp7 act,-9,8,4,4,-10,14
GASC-1 inh,-2,0,-1,6,0,-1
CR mimetic SO,104,95,106,91,106,99
proCasp3 act,3,4,3,1,-1,10
MEP2-GFP yeast,101,99,96,102,107,98
LAP4 TOR yeast,105,90,100,111,84,106
AHR act,15,7,1,0,2,0
RPL19A-GFP yeast,96,96,97,102,113,98

7: CCC(C(=O)OC)n1cnc2scc(-c3ccc(C)cc3)c2c1=O (stereo not drawn)
8: COc1ccc(/C=N/OC(=O)c2ccc(Cl)cc2)c(Cl)c1OC
9: O=c1[nH]cnc(O)c1C(c1ccc(F)cc1)c1c(O)nc[nH]c1=O
10: COc1ccc(-n2c(SCC(=O)NNC(=O)c3ccc(C)cc3)nnc2-c2ccncc2)cc1
11: C[C@@H]1NC(=O)[C@@]2(C)[C@@H](c3ccccc3)[C@H]3COc4ccccc4[C@@H]3N2C1=O
12: CCc1ccc(NC(=O)C(NS(=O)(=O)c2cccc3nsnc23)c2ccccc2)cc1 (stereo not drawn)
Compound,7,8,9,10,11,12
proCasp7 act,13,5,4,6,3,4
GASC-1 inh,-12,1,-2,5,-3,5
CR mimetic SO,120,104,97,102,111,91
proCasp3 act,8,9,-4,-6,-2,15
MEP2-GFP yeast,107,105,111,92,90,105
LAP4 TOR yeast,98,116,88,92,92,90
AHR act,6,-3,1,-2,3,9
RPL19A-GFP yeast,106,100,104,99,93,102

13: CCCCC(=O)Nc1ncc(Br)s1
14: CC(CCc1ccccc1)NC(=O)COC(=O)c1ccc(S(C)(=O)=O)c([N+](=O)[O-])c1 (stereo not drawn)
15: CN1CCCC(OC(=O)COc2ccccc2)C1 (stereo not drawn)
16: CCO[C@@H]1OC(C(=O)N2CCN(C)CC2)=C[C@H](c2csc3ccccc23)[C@H]1CCCO
17: Cc1ccc(C)c(OCCn2cc(C(=O)O)c3ccccc32)c1
18: COc1ccc(Cc2nc3ccc(C(=O)N(C)CC4COCCO4)cc3o2)cc1 (stereo not drawn)
Compound,13,14,15,16,17,18
proCasp7 act,-5,1,2,5,7,1
GASC-1 inh,-2,6,10,-8,0,11
CR mimetic SO,78,130,83,96,96,119
proCasp3 act,15,0,1,13,2,0
MEP2-GFP yeast,117,104,109,84,96,103
LAP4 TOR yeast,109,100,96,99,97,98
AHR act,11,2,-2,1,2,-4
RPL19A-GFP yeast,100,100,100,98,93,105

19: Fc1cccc(Nc2ncnc3c2cnn3-c2ccccc2)c1
20: Cc1cc(C(=O)CN2C(=O)NC3(CCCC3)C2=O)c(C)n1-c1ccc2c(c1)OCO2
21: CCC(Sc1ncccc1C(=O)Oc1cccc([N+](=O)[O-])c1)C(=O)Nc1ccccc1OC (stereo not drawn)
22: CCOc1cccc(NC(=O)Cc2cccs2)c1
23: Cc1onc(-c2ccccc2)c1CNS(=O)(=O)c1ccccc1[N+](=O)[O-]
24: CCOC(=O)c1c(C)[nH]c(C)c1C(=O)COC(=O)c1ccc(O)cc1
Compound,19,20,21,22,23,24
proCasp7 act,-4,-13,-7,-2,1,0
GASC-1 inh,-3&-11,-1,3,-8,0,-1
CR mimetic SO,97,102,123,97,107,101
proCasp3 act,5,-6,-8,7,-3,2
MEP2-GFP yeast,99,110,109,100,96,100
LAP4 TOR yeast,157*,106,93,104,99,104
AHR act,-4,22,7,2,2,2
RPL19A-GFP yeast,91,104,110,97,96,106

25: COc1ccc(-c2nn3c(-c4ccccc4)nnc3s2)cc1OC
26: NNC(=O)C(Cc1cnc[nH]1)NC(=O)OCc1ccccc1 (stereo not drawn)
27: CCC(C)C1C(C#N)=C(N)Oc2n[nH]c(-c3ccccc3)c21 (stereo not drawn)
28: C=CCn1c(=N)n(CC(=O)c2ccc(Br)cc2)c2ccccc21
29: Cc1sc2nc(CSc3nc4ccccc4s3)[nH]c(=O)c2c1C
30: CCOc1cc2[nH]c(=O)n(Cc3ccc(C(=O)NCCCN4CCCC4=O)cc3)c(=O)c2cc1OCC
Compound,25,26,27,28,29,30
proCasp7 act,-6,10,10,6,-3,0
GASC-1 inh,2,7,19,3,-26,3
CR mimetic SO,92,104,122,91,108,83
proCasp3 act,1,-2,3,3,-5,-1
MEP2-GFP yeast,97,100,95,113,102,102
LAP4 TOR yeast,101,95,100,105,105,103
AHR act,10,2,15,86*,14,2
RPL19A-GFP yeast,93,100,102,102,97,98

31: Cc1ccc(C(=O)COC(=O)CCS(=O)(=O)c2ccccc2)cc1[N+](=O)[O-]
32: COc1ccc(C)cc1C1=CC(=O)C[C@H](c2ccc(F)cc2)C1
33: CCCCc1cc(=O)oc2cc(C)cc(OC(C)C(=O)O)c12 (stereo not drawn)
34: Cc1ccc(NC(=O)C2CCCN(S(=O)(=O)c3c(C)noc3C)C2)cc1 (stereo not drawn)
35: CCO/C(=C/c1sc2ccc(OC)cc2[n+]1CCCS(=O)(=O)[O-])CC
36: CCc1nc2ccc(F)cc2c(C(=O)NC2CCCCC2C)c1C (stereo not drawn)
Compound,31,32,33,34,35,36
proCasp7 act,1,9,-12,12,-22,9
GASC-1 inh,14,-19,24,-15,2,0
CR mimetic SO,97,99,128,101,86,86
proCasp3 act,-1,7,0,-5,-22,-2
MEP2-GFP yeast,100,99,99,99,106,116
LAP4 TOR yeast,96,103,95,105,105,94
AHR act,2,7,0,10,3,1
RPL19A-GFP yeast,101,100,102,107,109,100

37: COc1cccc(/C=N/NC(=O)c2nnn(-c3nonc3N)c2-c2cccs2)c1
38: Nc1ccc2nc(COc3ccccc3)[nH]c2c1
39: N#CCSc1nc2sccc2c(=O)n1-c1ccccc1
40: Cc1cc(C)c(S(=O)(=O)c2ccc(F)cc2C)c(=O)[nH]1
41: Cc1cc(OCC(=O)Nc2cccnc2)c2c(C)cc(=O)oc2c1
42: CC1CC(C)CN(CCCNC(=O)Cn2ncc3c([nH]c4ccccc43)c2=O)C1 (stereo not drawn)
Compound,37,38,39,40,41,42
proCasp7 act,5,-2,-10,4,8,2
GASC-1 inh,-5,0,0,13,-5,37
CR mimetic SO,97,99,104,87,104,115
proCasp3 act,-1,-3,-5,0,8,3
MEP2-GFP yeast,106,110,102,109,102,108
LAP4 TOR yeast,102,97,109,90,111,99
AHR act,7,5,6,1,64*,8
RPL19A-GFP yeast,97,99,98,112,96,104

43: CNC(=O)C(=O)NCCC1CCCCN1S(=O)(=O)c1cccs1 (stereo not drawn)
44: CCCn1c(SCC(=O)Nc2sc(C)c(C)c2C#N)nnc1C(C)C
45: O=C(CCS(=O)(=O)c1cccs1)N1CCCC1
46: COc1ccc(C(CNC(=O)c2ccco2)N2CCCCC2)cc1 (stereo not drawn)
47: N#Cc1cc(NCC2CCCO2)c([N+](=O)[O-])cc1C#N (stereo not drawn)
48: COc1ccccc1N1CCN(C(=O)c2coc(=O)c(Br)c2)CC1
Compound,43,44,45,46,47,48
proCasp7 act,-1,-5,4,3,11,-3
GASC-1 inh,-4,4,-1,8,-2,6
CR mimetic SO,114,97,105,92,112,95
proCasp3 act,0,-10,-1,1,4,-6
MEP2-GFP yeast,104,99,97,102,105,96
LAP4 TOR yeast,107,97,99,103,110,102
AHR act,-2,8,10,3,2,4
RPL19A-GFP yeast,98,99,105,97,103,101

49: O=C(Cn1c(=O)oc2ccccc21)Nc1ccc(F)cc1
50: O=C(Nc1ccc2c(c1)OCO2)C1CCCCC1
51: COc1cc([N+](=O)[O-])cc2sc(NC(=O)C(C)(C)C)nc12
52: C=CCn1cnc2c(NCc3ccccc3)ncnc21
53: CCS(=O)(=O)NCc1ccc2c(c1)cc(C)n2C
54: Cc1ccnc(NC(=O)c2sc3cc(Cl)ccc3c2Cl)c1
Compound,49,50,51,52,53,54
proCasp7 act,1,6,-4,3,-1,0
GASC-1 inh,-10,1,-7,-8,0,-18
CR mimetic SO,109,99,100,97,103,88
proCasp3 act,-5,-8,6,1,5,-2
MEP2-GFP yeast,102,96,98,106,92,103
LAP4 TOR yeast,103,76,104,102,100,108
AHR act,-1,15,17,20,1,10
RPL19A-GFP yeast,101,100,92,102,98,104

The final 2 compounds of the part before open the next one.
53: CCS(=O)(=O)NCc1ccc2c(c1)cc(C)n2C
54: Cc1ccnc(NC(=O)c2sc3cc(Cl)ccc3c2Cl)c1
55: O=C(c1cccnc1)N1CCN(C/C=C/c2ccccc2)CC1
56: CCOC(=O)C1C(=O)CC(=O)CC1CC(C)SCC (stereo not drawn)
57: CC1CC(C)CN(C(=O)COC(=O)c2cc3ccccc3cc2O)C1 (stereo not drawn)
58: O=C(NNC(=O)c1csc(N2CCOCC2)n1)c1cccnc1
59: O=C(Nc1ccc(F)cc1)NC1CCN(Cc2c(F)cccc2Cl)CC1
60: CCc1cccc(C)c1NC(=O)Nc1ccc2c(c1)OCO2
Compound,53,54,55,56,57,58,59,60
proCasp7 act,-1,0,10,-8,1,11,7,-11
GASC-1 inh,0,-18,-5,0,-21,-5,-4,8
CR mimetic SO,103,88,100,100,99,100,105,93
proCasp3 act,5,-2,0,-2,-6,6,14,0
MEP2-GFP yeast,92,103,102,111,91,93,102,106
LAP4 TOR yeast,100,108,92,106,89,101,109,93
AHR act,1,10,1,-3,4,11,-3,27
RPL19A-GFP yeast,98,104,96,99,91,92,97,100

61: CCn1c(SCc2nc3sc(C(=O)O)c(C)c3c(=O)[nH]2)nc2ccccc21
62: Cc1ccc([N+](=O)[O-])cc1NC(=O)Nc1onc(C)c1C
63: Cc1ccc(CC23CN4CCN(CC(C4)C2O)C3)c(C)c1 (stereo not drawn)
64: C/C(=C\C(=O)c1ccc(Br)cc1)N1CCCCC1
Compound,61,62,63,64
proCasp7 act,-8,-2,7,5
GASC-1 inh,-3,3,-11,2
CR mimetic SO,96,96,99,109
proCasp3 act,-2,2,-3,10
MEP2-GFP yeast,102,108,101,105
LAP4 TOR yeast,101,101,95,98
AHR act,1,17,0,0
RPL19A-GFP yeast,100,107,100,98

Quoted from the listing:
#62 @ LAP4 TOR yeast: 101
#64 @ proCasp3 act: 10
